# RTF Ca sens act – increases calcium sensitivity of human cardiac regulated thin filaments. P19429+P45379. IANBD-labeled TnC RTF fluorescence at EC20 calcium; 0% EC20 calcium, 100% full calcium. activation, % at 7.2 µM. 340,000 tested, 0.24% active;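 active means activation above the mean over all tested compounds plus 3 SD, cut at about 30% in these data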;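 further: rise in fluorescence read as greater calcium sensitivity of cardiac thin filaments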
# Tat transport – blocks Tat-dependent protein export in E. coli; AID 488895; E. coli MC4100 TorA-mCherry Tat export, fluorescence; 340,000 tested, 0.036% active; inhibition, % at 10 µM;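 active means mean replicate inhibition at least 50% and at least half of replicates individually reaching 50%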;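 further: exported cargo escapes ClpAP degradation while cytoplasmic cargo is degraded and loses fluorescence; 0% = median of neutral control wells and 100% = median of NaSCN control wells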
# Rtt109 Vps75 – C. albicans Rtt109 histone acetyltransferase inhibition; 330,000 tested, 0.16% active; inhibition, % at 34.9 µM; Q5AAJ8; AID 540336; purified Rtt109/Vps75, ThioGlo CoA-SH fluorescence, 4 h;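 active means inhibition of at least 50% in every replicate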
# Target sequence (Q5AAJ8 whole entry, looked up): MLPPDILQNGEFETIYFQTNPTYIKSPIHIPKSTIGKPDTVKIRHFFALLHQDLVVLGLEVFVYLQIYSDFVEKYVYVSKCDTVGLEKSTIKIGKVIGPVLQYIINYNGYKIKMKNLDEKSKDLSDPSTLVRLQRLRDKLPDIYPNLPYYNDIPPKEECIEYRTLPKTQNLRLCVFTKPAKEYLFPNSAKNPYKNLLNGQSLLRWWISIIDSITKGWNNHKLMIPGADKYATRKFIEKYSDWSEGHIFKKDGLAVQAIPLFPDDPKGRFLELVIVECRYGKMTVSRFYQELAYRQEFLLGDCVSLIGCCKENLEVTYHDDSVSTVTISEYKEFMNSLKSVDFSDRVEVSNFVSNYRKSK
# dFosB act – activators of mouse delta FosB homodimer; AID 493131; activation, % at 25 µM; 340,000 tested, 0.99% active; P13346; purified delta FosB, TAMRA-CDK5 oligo fluorescence polarization; percent of positive-control signal above neutral wells;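 active means mean activation above about 17%, with every replicate also reaching it, limit read from the data, passing the limit was not always enough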;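 further: fluorescence polarization rise as delta FosB binds a TAMRA Cdk5 AP-1 oligo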
# Target sequence (P13346 whole entry, looked up): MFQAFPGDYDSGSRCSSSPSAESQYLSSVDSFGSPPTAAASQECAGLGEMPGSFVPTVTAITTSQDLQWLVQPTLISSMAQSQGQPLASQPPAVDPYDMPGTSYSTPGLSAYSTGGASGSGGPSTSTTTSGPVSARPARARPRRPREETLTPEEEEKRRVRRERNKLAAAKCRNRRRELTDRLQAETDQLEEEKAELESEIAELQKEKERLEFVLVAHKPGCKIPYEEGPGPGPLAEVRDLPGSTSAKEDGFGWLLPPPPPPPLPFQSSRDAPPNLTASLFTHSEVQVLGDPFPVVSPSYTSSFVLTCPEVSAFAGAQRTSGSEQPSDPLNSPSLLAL
# CAL PDZ FP-1 – human CAL PDZ-peptide interaction inhibition | Q9HD26 | purified CAL PDZ, TMR-peptide fluorescence polarization, 1 h | inhibition, % at 20 µM | 330,000 tested, 0.02% active | AID 504414;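 active means highest replicate inhibition of at least 40%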;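 further: plate controls were DMSO neutral control wells for no effect and unlabeled competitor peptide control wells for full effect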
#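 Material: tagged CAL PDZ domain; buffer or medium: 25 mM sodium phosphate pH 7.4, 150 mM NaCl, TCEP, IgG, Thesit; compound dosing: single point, 20 µM; schedule: 1 h incubation at room temperature before polarization reading; measured by: FP readout, S and P plane fluorescence; read-out basis: percent inhibition from loss of millipolarization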
# V-ATPase pH – alters yeast V-ATPase proton transport; S. cerevisiae, pHLuorin cytosolic pH fluorescence; response, % at 10 µM; 350,000 tested, 0.37% active; in the data active means response mostly above about 7.3%, no sharp cut-off; inactive means mostly below about 5.4%; further: actives read high; inactives centre near 0; some compounds called inactive have numbers as strong as hits; reference of the scale not given here
# Wnt act – Wnt/beta-catenin pathway activation; activation, % at 9.35 µM; AID 743398; Wnt/beta-catenin reporter cell assay, activator, plate reader; 300,000 tested, 1.2% active; in the data active means activation above about 30%, passing the limit was not always enough;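 further: 0% = neutral control wells and 100% = positive control wells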
# MITF act – increases MITF-driven TRPM1 promoter luciferase signal; SK-MEL-5 TRPM1-promoter luciferase, 24 h; % of positive control, neutral wells = 0; activation, % at 12.5 µM; 300,000 tested, 0.75% active;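 active means mean activation of at least 80% with every replicate also reaching 80%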;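 further: 0% = neutral control wells and 100% = parthenolide positive control wells; values of inactives mirror those of a sister screen read the other way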
# CAL PDZ FP-2 – blocks peptide binding to the human CAL PDZ domain; Q9HD26; purified CAL PDZ, TMR-peptide fluorescence polarization, 1 h; inhibition, % at 24.9 µM; 300,000 tested, 0.92% active; AID 602252;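 active means mean inhibition of at least 30% with at least half of replicates also reaching 30%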;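 further: 0% = DMSO neutral control and 100% = excess unlabeled competitor peptide PRC23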
# CDK5 p35 inh – inhibitors of human CDK5/p35 kinase. Q00535+Q15078. 330,000 tested, 0.01% active. AID 488839. Recombinant CDK5/p35, ADP-Glo luminescence, 60 min. inhibition, % at 10 µM;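 active means highest replicate inhibition of at least 50% and at least 75% of replicates reaching 50%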;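 further: plate controls were DMSO neutral control for no effect and GW8510 at 10 µM for full effect; many of its hits are not listed in these tables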
# The depositor's hits bear a star; x = not tested or not shown.
SMILES,RTF Ca sens act,Tat transport,Rtt109 Vps75,dFosB act,CAL PDZ FP-1,V-ATPase pH,Wnt act,MITF act,CAL PDZ FP-2,CDK5 p35 inh
O=c1cc(-c2ccccc2)oc2cc(O)cc(O)c12,-4.8,8.2,5.8,0.8,0.4,-2.3,6.4,100.0*,-1.9,3.1
C=CCNc1nc(-c2ccc([N+](=O)[O-])cc2)cs1,8.8,-1.4,15.4,-8.8,-2.9,2.8,18.0,79.8,-2.1,-1.6
O=c1[nH]c(=O)n(C2OC(CO)C(O)C2O)cc1N1CCOCC1 (stereo unspecified),-4.4,11.0,7.3,1.0,-0.9,3.6,0.1,1.6,-0.4,1.0
N#CC1=C(c2ccccc2)/C(=C/c2ccccc2)OC1=O,0.1,1.0,3.1,-9.4,-1.0,7.8,x,-91.8,1.1,0.8
Cc1cccn2c(=O)c3cc(C#N)c(=O)n(-c4c(C)n(C)n(-c5ccccc5)c4=O)c3nc12,8.0,5.5,9.9,-5.5,-0.3,-1.7,-2.4,x,0.3,1.4
CC(Sc1nnc(-c2cccnc2)n1N)C(=O)Nc1ccc2c(c1)OCCO2 (stereo unspecified),-3.1,15.0,4.1,-5.1,-0.3,6.7,-1.7,-0.9,9.1,-1.6
CC(CNC(=O)CCS(=O)(=O)c1ccc2c(c1)oc(=O)n2C)c1ccccc1 (stereo unspecified),7.5,4.6,0.5,-3.7,0.0,3.2,-0.9,-7.4,-6.3,-0.2
Cc1c(Cl)cccc1NC(=O)CCN1CCN(CCO)CC1,-5.6,-3.3,-3.0,-5.7,0.0,1.3,0.2,x,1.2,6.6
CCc1nn(CCCC(=O)N2CCC(C)CC2)c(=O)c2cc3occc3n12,-0.2,-0.6,0.0,-2.1,0.1,-0.4,-2.2,-2.0,x,1.8
CCc1ccccc1N1CC(C(=O)O)CC1=O (stereo unspecified),-1.2,-9.1,-3.9,-1.9,1.2,2.5,x,5.4,x,-0.8
Cn1c(SCC(=O)c2ccc(F)cc2)nc2cccnc21,-10.9,5.4,4.5,-6.3,0.0,2.0,x,14.7,1.0,-0.5
COc1ccc(C(=O)CC(=O)C(=O)Nc2cc(C)ccc2C)cc1,5.8,3.1,4.3,-2.0,-0.9,1.3,1.8,-15.8,-7.8,-1.6

# Next section, overlapping the part above by six compounds.
SMILES,RTF Ca sens act,Tat transport,Rtt109 Vps75,dFosB act,CAL PDZ FP-1,V-ATPase pH,Wnt act,MITF act,CAL PDZ FP-2,CDK5 p35 inh
CC(CNC(=O)CCS(=O)(=O)c1ccc2c(c1)oc(=O)n2C)c1ccccc1 (stereo unspecified),7.5,4.6,0.5,-3.7,0.0,3.2,-0.9,-7.4,-6.3,-0.2
Cc1c(Cl)cccc1NC(=O)CCN1CCN(CCO)CC1,-5.6,-3.3,-3.0,-5.7,0.0,1.3,0.2,x,1.2,6.6
CCc1nn(CCCC(=O)N2CCC(C)CC2)c(=O)c2cc3occc3n12,-0.2,-0.6,0.0,-2.1,0.1,-0.4,-2.2,-2.0,x,1.8
CCc1ccccc1N1CC(C(=O)O)CC1=O (stereo unspecified),-1.2,-9.1,-3.9,-1.9,1.2,2.5,x,5.4,x,-0.8
Cn1c(SCC(=O)c2ccc(F)cc2)nc2cccnc21,-10.9,5.4,4.5,-6.3,0.0,2.0,x,14.7,1.0,-0.5
COc1ccc(C(=O)CC(=O)C(=O)Nc2cc(C)ccc2C)cc1,5.8,3.1,4.3,-2.0,-0.9,1.3,1.8,-15.8,-7.8,-1.6
CCOC(=O)C1CCN(C(=O)c2ccc3c(c2)C(=O)N(c2ccccc2C)C3=O)CC1,1.3,4.3,1.2,-4.2,0.0,1.6,1.1,1.7,x,-0.4
CC(Sc1nnc(-c2cccnc2)n1N)C(=O)NCCC1=CCCCC1 (stereo unspecified),-4.1,-4.5,8.2,-5.1,-2.2,1.2,-2.4,4.6,-5.2,1.1
O=C(Cn1nnc(-c2ccccc2NC(=O)C2CC2)n1)NC1CCCCC1,-4.2,-5.8,x,-14.8,-2.2,-4.8,-2.0,-15.0,-0.7,0.1
Cc1ccc2cc(CN(C(=O)c3ccco3)c3cccc(C)c3C)c(=O)[nH]c2c1,0.8,-3.9,-8.1,7.5,-1.3,0.7,0.9,10.3,-3.1,0.9
Cc1c(Cl)cnc(NC(=O)COC(=O)[C@@H](NC(=O)c2ccco2)C(C)C)c1Cl,1.7,1.4,1.3,-18.4,-3.6,-4.0,-4.7,-4.3,-1.4,0.3
COc1ccc2c(COC(=O)c3ccc(C)c(S(=O)(=O)N4CCOCC4)c3)cc(=O)oc2c1,3.2,-1.4,1.5,-33.5,-0.3,3.4,-6.2,11.8,1.9,-0.4
COC(=O)C1=CN(c2cc(C)cc(C)c2)C=C(C(=O)OC)C1c1cccc(F)c1,-2.5,2.7,-8.4,-6.6,-2.2,3.4,-2.1,-2.3,-1.8,0.6
S=c1[nH]nc(CN2CCCCC2)n1-c1ccc(Cl)cc1,2.6,4.6,-1.4,0.7,0.6,5.9,-0.5,10.5,-0.7,0.1
Cc1ncc(CO)c2c1Oc1nc(-c3ccccc3)nc(SCC(=O)N3CCCCC3)c1C2,-4.4,41.9,27.6,-17.0,-12.2,1.8,-4.8,-5.3,-10.1,1.9
O=C(NCc1ccc(F)cc1)C1CCC(CNc2c(N3CCCCC3)c(=O)c2=O)CC1 (stereo unspecified),-1.1,-8.7,-4.6,-4.0,-1.7,0.8,-5.1,11.2,-2.5,0.3
Cc1nn(-c2ccccc2)c2nc(-c3ccncc3)cc(C(=O)NCc3ccco3)c12,-5.9,0.8,0.4,-40.6,-2.7,-1.3,2.8,-1.6,-0.7,-0.7
COc1ccc(-n2nc(C(=O)NCC(=O)N3CCN(c4ccccc4OC)CC3)c3ccccc3c2=O)cc1OC,-7.7,1.6,-10.0,-8.1,-1.3,3.8,4.0,34.4,-2.3,1.2
COc1cc(OC)c2ccc(=O)oc2c1C(CCN1CCCC(C)C1)c1ccc2c(c1)OCO2 (stereo unspecified),4.6,5.7,2.3,4.2,-0.8,-2.1,-3.5,x,-3.8,2.2
CCN(CC)S(=O)(=O)c1cccc(-c2nnc(SCCCC(=O)c3ccccc3)o2)c1,0.0,-8.8,3.7,-13.0,-1.5,5.5,-1.6,x,-6.1,0.8
CC(C)(Cc1ccccc1)/[N+]([O-])=C\c1ccc(C(F)(F)F)cc1,2.8,-2.6,2.8,-10.0,-0.2,2.6,5.6,10.2,1.6,-2.4
COc1ccc(C)cc1NC(=O)c1ccc2c(c1)OCO2,0.6,7.7,4.4,2.3,-0.2,0.1,x,0.1,-6.1,0.5
Nc1ccc(S(=O)(=O)NCC(=O)OCCOc2ccccc2)cc1[N+](=O)[O-],3.3,7.0,10.6,-1.5,-2.5,1.4,0.5,0.3,-1.0,0.8
CC(NC(=O)CC12CC3CC(CC(C3)C1)C2)C(=O)O (stereo unspecified),0.9,-3.0,-5.5,3.0,0.3,-1.4,-1.3,-4.3,-1.3,-1.0
Cn1nc(C(F)(F)F)c2cc(C(=O)Nc3ccc(Cl)cc3)sc21,-3.2,0.0,-8.5,4.6,-2.1,-4.2,-4.9,8.4,-0.1,0.6
COc1ccc(NC(=O)CCSCCC(=O)Nc2ccc(OC)cc2OC)c(OC)c1,2.1,-10.2,-6.8,-8.2,-0.1,-0.8,x,-1.2,-2.5,-0.6
CC(CNC(=O)c1ccc(-c2ccccc2)cc1)CN(C)C (stereo unspecified),5.7,1.1,-0.8,-2.3,-1.6,2.3,2.9,6.6,-3.6,0.3
COc1ccc(CN(C(=O)c2ccccc2OC)C2CCS(=O)(=O)C2)cc1 (stereo unspecified),-0.8,-7.2,-0.7,-2.2,-1.4,2.5,-3.7,x,-4.0,-1.6
COc1ccc(NC(=O)c2cccc(N3C(=O)C4C5C=CC(C5)C4C3=O)c2)c(OC)c1 (stereo unspecified),1.2,-6.4,2.0,-8.6,-0.3,0.9,-2.8,12.8,-5.2,-2.5
Cc1nc(CS(=O)(=O)c2ccccn2)sc1C(=O)NNC(=O)c1ccc(Cl)cc1,10.0,2.4,-1.7,6.3,0.4,7.8,4.8,-2.4,x,-4.3
CCOc1ccc(NC(=O)COC(=O)Cn2cnc3ccccc32)cc1,-3.1,-3.2,1.1,4.4,0.3,5.7,3.8,-6.1,x,-0.1
c1ccc2c(c1)COC(CNC1CCCCC1)OC2,2.1,8.5,14.6,-4.9,-1.0,-1.7,-1.0,-1.5,x,1.9
Cn1c(C(=O)N2CCN(Cc3ccccc3)CC2)cc2c(=O)n(C)c3ccccc3c21,-6.7,2.2,5.9,-11.8,0.3,-0.6,-3.1,-12.9,-0.9,0.5
CCCS(=O)(=O)C(=C1NCCO1)S(=O)(=O)CCC,-6.0,-21.9,0.1,0.8,x,-2.2,x,3.1,-2.6,-0.4
CC(C)CC1NC(=O)N(CC(=O)NC2CCCc3ccccc32)C1=O (stereo unspecified),-2.2,1.8,-1.5,-0.5,0.0,0.1,-1.4,-2.5,-5.9,-1.4
CCOC(=O)C1CCN(C2CCN(C(=O)c3oc4c(C)c(C)ccc4c3C)CC2)CC1,2.9,-0.9,1.2,1.1,-1.2,1.3,2.3,1.1,-0.8,-2.2
O=[N+]([O-])c1ccccc1S(=O)(=O)N1CCN(C2CCN(Cc3ccccc3)CC2)CC1,0.7,0.1,1.1,-8.1,0.9,2.4,5.5,4.5,x,-0.1
Cc1cc(C)nc(Nc2ccccc2F)n1,-3.0,-7.6,-5.0,-4.1,-0.3,-3.2,1.3,x,-1.7,2.6
CCC(=O)NCCCOc1ccccc1,-3.0,4.4,5.3,-1.6,1.2,1.3,-0.4,2.8,-3.2,0.3
CCCCC(=O)NNC(=S)NC(=O)C(c1ccccc1)c1ccccc1,3.2,-1.5,25.8,-4.3,x,-5.9,-8.5,9.4,-2.5,-0.7
CCOc1ccc(S(=O)(=O)NC(=O)c2ccccc2)cc1,-1.0,-5.4,12.0,3.8,-1.1,0.6,2.5,-10.9,x,-0.2
NNC(=O)CNC(c1ccccc1)c1cc(Br)ccc1N (stereo unspecified),15.4,13.4,1.8,-7.9,-1.5,3.1,-6.9,10.6,-4.9,1.3
CC(=O)c1ccc(OCc2cn(CC(=O)c3ccc(O)cc3)nn2)cc1,-4.0,3.2,2.1,-9.0,-0.9,3.9,-1.0,-7.7,-4.7,-0.4
COc1cc(C(=O)N2CCC(N3CCCCCC3)CC2)cc(OC)c1OC,-4.6,2.5,-7.5,-3.6,-0.3,-2.0,x,1.2,-1.4,-2.8
C=CCOc1ccc(CNc2ccc(NC(=O)CC(C)C)cc2)cc1OC,-5.0,-4.5,4.1,-0.2,-0.1,10.2,-1.1,2.1,-1.5,-1.1
COc1cccc(CNC(=O)Cn2c(=O)n(CCC(=O)N3CCCCC3)c(=O)c3sccc32)c1,-2.1,-6.0,-8.2,-7.0,-0.8,-5.5,-2.2,5.1,2.6,-0.5
